TGFb inhibitor: TGF-b pathway inhibition. HepG2 CAGA-GFP TGF-b/SMAD3 reporter, GFP fluorescence, 18 h; TGF-beta stimulated, 500 pg/mL final. Potency, µM (series often up to 46.1 µM), for inactives: top-dose activity, negative = inhibition, hits mostly inhibitors. 410,000 tested, 1.2% active. AID 588855; note: potency is the fitted concentration of half-maximal effect; % is set by controls: 0 for no effect and ±100 for the full control effect; nearly all actives have a fitted effect of over 65% in size
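HEPG2 CAGA-GFP reporter cells (1000/well, DMEM with 1% FBS) received compounds, then recombinant TGF-beta at 500 pg/mL final for 18 hours at 37 degrees C. Per-cell GFP summed per well was normalised to unstimulated and stimulated DMSO controls before curve fitting.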
HepG2 tox: kills HepG2 cells in TGF-b inhibitor counter-screen; 410,000 tested, 0.76% active; HepG2 CAGA-GFP viability, ATP luminescence, 18 h; Potency, µM (highest dose often 46.1 µM), for inactives: at the top dose activity change, negative = cytotoxicity, usual class: cytotoxic; AID 588856; note: potency is the fitted concentration of half-maximal effect; some results filed as inactive show a strong effect at the top dose
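HepG2 CAGA-GFP cells (1000/well, DMEM with 1% FBS) received compound, then TGF-beta at 500 pg/mL final, and were incubated 18 hours at 37 degrees C. Viability was read by CellTiter-Glo luminescence. Media-only wells were set as complete cell-killing and DMSO as no toxicity.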
IL1B secr inh: blocks inflammasome-driven IL-1 beta release; activity change, % at 57.5 µM; THP-1 LPS/ATP IL-1B secretion, AlphaLISA, 16 h; stronger effect = lower value; 360,000 tested, 4.7% active; in the data active = activity change below about -50%; inconclusive = mostly about -30% to -49%; note: % is set by controls: 0 for no effect and ±100 for the full control effect
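Secreted IL-1B measured by AlphaLISA bead assay after 16 h compound exposure of THP-1 cells; compounds (final up to 57.5 uM) added 1 h before LPS (250 ng/mL) and ATP (1.25 mM) stimulation; lower signal means less secretion.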
S2 tox: viability counter-screen for ATXN expression inhibitors | Potency, µM (top dose mostly 56.7 µM), hits mostly cytotoxic | S2 cells (HEK-293 line with an ATXN2-luciferase reporter) viability, CellTiter-Fluor protease fluorescence, 24 h | 400,000 tested, 0.49% active; note: potency is the fitted concentration of half-maximal effect; nearly all actives have a fitted effect of over 40% in size
MCF10A rereplic: DNA re-replication induction in MCF 10a cells; MCF 10A DNA re-replication, Hoechst nuclear intensity, 48 h; Potency, µM (top dose mostly 46.1 µM), without a hit: at the top dose activity, positive = re-replication, actives largely listed as activators; 350,000 tested, 2.9% active; AID 624296; note: potency is the fitted concentration of half-maximal effect; % of control where 0% means no effect; nearly all actives have a fitted effect of over 50% in size
ATXN2 expr inh: reduces ATXN2 reporter expression in HEK-293 cells | 360,000 tested, 0.72% active | HEK-293 ATXN2-luciferase reporter, luminescence, 24 h | Potency, µM (highest dose often 57 µM), inactives show top-dose activity change, negative = inhibition, most hits filed as inhibitors; note: potency is the fitted concentration of half-maximal effect; % is set by controls: 0 for no effect and ±100 for the full control effect; nearly all actives have a fitted effect of over 55% in size
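ATXN2-luciferase reporter cells (luciferase flanked by upstream and downstream ATXN2 gene portions) were treated 24 h at 37 °C with compounds at up to 57 uM. SteadyGlo luminescence gave expression; GF-AFC fluorescence gave viability.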
Nrf2 activator: activators of Nrf2 (ARE) signaling. AREc32 ARE-luciferase reporter (MCF7-derived line), luminescence, 24 h. AID 624171. Potency, µM (top dose mostly 46.1 µM), without a hit: at the highest dose activation, usual class: activators. 410,000 tested, 0.31% active; note: potency is the fitted concentration of half-maximal effect; % of control where 0% means no effect; nearly all actives have a fitted effect of over 65% in size
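Nrf2 activation is followed as ARE-luciferase induction in the AREc32 line after one day of compound treatment; luminescence is read with Steady-Glo.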
Nrf2 block: Nrf2 pathway inhibition | A549 ARE-Fluc reporter, luciferase luminescence, 18-24 h | Potency, µM (doses to about 46 µM), without a hit: top-dose activity change, negative = inhibition, most hits filed as inhibitors | 360,000 tested, 2.1% active | AID 504444; note: potency is the fitted concentration of half-maximal effect; % is set by controls: 0 for no effect and ±100 for the full control effect; nearly all actives have a fitted effect of over 60% in size
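Reporter: ARE-Fluc in A549. Exposure: 18-24 h, 37 °C, 5% CO2, 5% FBS OPTI-MEM. Readouts: fluorescent cytotoxicity (CellTiter-Fluor), then luminescent Nrf2 signal after BugLite.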
A549 viability: A549 cytotoxicity, counter-screen for Nrf2 inhibitors; A549 ARE-Fluc cells, CellTiter-Fluor viability, 18-24 h; Potency, µM (titrated, usually from 46 µM), for the others: at the highest dose activity change, negative = cytotoxicity, hits mostly inhibitors; 390,000 tested, 0.16% active; note: potency is the fitted concentration of half-maximal effect; % is set by controls: 0 for no effect and ±100 for the full control effect
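A549 ARE-Fluc cells in 5% FBS OPTI-MEM, 5000 cells/well, rested 2 h then exposed to compounds in concentration-response for 18-24 h at 37 °C. Viability by CellTiter-Fluor fluorescence (Ex 405/Em 525) after 30 min; luciferase luminescence (BugLite, 15 min, RT) read afterwards.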
* hit, by the source's call; i = inactive; ? = inconclusive; · = no result given; & = joins results of further samples; [ ] = remark or other dose. Unless noted, calls come from the whole dose curve; as a rule, active = well fitted curve in the direction sought with a large enough effect; inconclusive = small, poorly fitted or top-dose-only effect, or another doubt; inactive = no such curve, though single readings can be large; an effect the other way counts as inactive or inconclusive.

SMILES	TGFb inhibitor	HepG2 tox	IL1B secr inh	S2 tox	MCF10A rereplic	ATXN2 expr inh	Nrf2 activator	Nrf2 block	A549 viability
CCN(CC)CC(=O)N1N=C(c2cccs2)CC1c1ccco1 (stereo unspecified)	-2%	-23%	16	i	?	-1%	-0.9%	5%	13%
CSc1nnc(C)c(/C=C/Nc2ccc(F)cc2)n1	-2%	1%	-15	i	?	-11%	14%	·	-19%
CSc1ccccc1C(=O)N(C)C(c1ccccc1)c1ccccc1	?	1%	-17	i	?	?	4.5%	-23%	-9%
COc1ccc(-c2csc(N(CCCN3CCOCC3)C(=O)c3ccco3)n2)cc1	-2%	-47%	?	i	?	?	2.3%	?	8%
Clc1ccc(-c2[nH]ncc2N=Nc2ccccc2)cc1	1%	2%	?	?	?	·	-0.7%	8%	1%
CCCCn1c(SCC(=O)c2ccccc2)nc2c1c(=O)[nH]c(=O)n2C	29%	9%	-4	i	?	9%	-0.4%	·	-2%
CCC(C)N(C(=O)COc1ccc(NC(C)=O)cc1)C1CCS(=O)(=O)C1 (stereo unspecified)	3%	-2%	28	?	-4%	·	-0.7%	7%	1%
O=C(Nc1nc(-c2ccccc2)cs1)C1COc2ccccc2O1 (stereo unspecified)	-21%	-2%	-5	i	2%	24%	2.8%	-10%	3%
CCn1c(SCC(=O)N2CCCC2)nc2ccccc2c1=O	6%	-40%	-10	i	-1%	-3%	-0.6%	-21%	-1%
COc1ccc(C(=O)OCC(=O)NC2CC2)cc1	1%	1%	13	i	·	·	-0.7%	·	·
CN1CCN(C(CNC(=O)c2ccc(Br)o2)c2ccc(F)cc2)CC1 (stereo unspecified)	5%	6%	-16	i	10%	4%	0.0%	-1%	0%
COc1ccc(S(=O)(=O)Nc2ccccn2)c(C)c1C	-1%	5%	14	i	-2%	8%	-0.6%	-7%	-7%
CCOc1ccc2nc(NS(=O)(=O)c3ccc(NC(C)=O)cc3)sc2c1	1%	-8%	18	?	14%	-32%	0.0%	-15%	-12%
NS(=O)(=O)c1cnccc1NCCc1ccccc1	25%	22%	-12	i	?	-30%	0.6%	5%	-1%
COc1ccc(N2CSC3=C(C#N)C(c4cccc(OC)c4OC)CC(=O)N3C2)cc1 (stereo unspecified)	7%	-16%	-6	i	-1%	2%	3.8%	11%	-2%
CNC(=O)COc1coc(CN2CCN(c3ccc(F)cc3)CC2)cc1=O	5%	16%	12	i	1%	7%	-2.6%	1%	0%
CCOC(=O)c1c(/N=C/c2cccc(C)c2O)sc2c1CCN(C)C2	?	-6%	0	i	7%	-23%	3.6%	-1%	14%
COc1cc(C(=S)N2CCCCC2)ccc1OCC(=O)Nc1ccccc1Cl	-10%	-16%	-70*	i	?	-32%	3.0%	?	-6%
Cc1nc(C)n(CC(O)COc2ccc(C(=O)c3ccccc3)cc2)n1 (stereo unspecified)	-1%	-13%	20	i	14%	-33%	-0.4%	?	-10%
Cc1ccccc1OCC(=O)OCC(=O)c1ccc(-c2ccccc2)cc1	10%	-1%	19	i	9%	·	1.0%	15%	11%
COc1ccc(-c2nnc3c4ccccc4c(-c4ccccc4)nn23)cc1	-18%	3%	·	·	·	·	-0.4%	5%	-2%
Cc1csc(OCC(=O)Nc2ccc(C)c(C)c2)n1	13%	-14%	-3	i	1%	10%	-1.0%	·	17%
Cc1cc(C)nc(SCC(=O)c2ccc(F)c(C)c2)n1	7%	2%	-1	i	4%	·	2.9%	-12%	-2%
CCc1nn(C(C)C(=O)NC(C)CCc2ccco2)c(=O)c2cc3occc3n12 (stereo unspecified)	-20%	-15%	1	i	9%	-13%	2.8%	-2%	-13%
O=[N+]([O-])c1ccc(/C=N/Nc2nc(N3CCCCCC3)nc(N3CCCCCC3)n2)o1	-38%	-2%	?	?	?	0%	15%	?	-29%

The list continues:
SMILES	TGFb inhibitor	HepG2 tox	IL1B secr inh	S2 tox	MCF10A rereplic	ATXN2 expr inh	Nrf2 activator	Nrf2 block	A549 viability
O=C(Nc1ccc(C(=O)N2CCN(c3ccccc3)CC2)cc1)c1nsc2ccccc12	28%	-38%	·	·	·	·	0.7%	·	-7%
CCc1ccc(/C=N/NC(=O)C(=O)NCCCN2CCOCC2)cc1	-3%	1%	-13	i	-2%	1%	-0.8%	16%	-4%
Cc1nc2ncnn2c(C)c1CCC(=O)N1CCN(c2ccc(F)cc2)CC1	-27%	-11%	·	i	·	-18%	-0.1%	1%	-13%
Cc1ccc(NC(=O)CN2CCN(S(=O)(=O)c3cccs3)CC2)cc1S(=O)(=O)N(C)C	13%	0%	-13	i	0%	-12%	0.0%	3%	5%
O=C1N(CC(=O)N2CCc3ccccc32)CCN1Cc1ccccc1Cl	-28%	-5%	-1	?	3%	6%	-0.2%	2%	-1%
Cc1ccc(NC(=O)C2CC(=O)N/C(=N/N=C/c3ccco3)S2)cc1C (stereo unspecified)	0%	4%	2	i	3%	5%	17%	-11%	-12%
Cc1ccn2c(C(C)O)nnc2c1 (stereo unspecified)	-9%	-3%	16	i	·	·	-0.6%	·	·
CN(C(=O)c1ccccc1)c1ccc(OCC(=O)NC2CCS(=O)(=O)C2)cc1 (stereo unspecified)	?	8%	19	i	-2%	2%	-0.1%	-7%	3%
CCOC(=O)CN1C(=O)C(=O)N(Cc2cccc(C)c2)C1=O	10%	-4%	-2	i	-1%	·	-1.0%	-6%	-10%
CN(C)c1ccc(C(CNC(=O)c2ccccc2Br)c2c[nH]c3ccccc23)cc1 (stereo unspecified)	18%	14%	0	i	?	-11%	0.5%	10%	-3%
Cc1cccc(C(=O)NCCc2nc3ccccc3n2CCC(C)C)c1	?	-35%	·	?	·	?	3.8%	-13%	-12%
COC(=O)C1=C(C)N(Cc2ccccc2)C(=O)N[C@H]1c1ccco1	1%	1%	23	i	25%	-7%	-0.7%	1%	1%
Cc1ccc(OCCN2CCOCC2)cc1C	18%	-39%	-9	i	-5%	29%	4.5%	?	3%
CC(=O)Nc1cc2ccc(OC(C)=O)cc2oc1=O	-28%	3%	-27	·	?	0%	-0.3%	5%	?
COc1ccc(C)cc1NC(=O)CN1CCCC1c1ccc2c(c1)OCCCO2 (stereo unspecified)	-7%	-15%	-1	i	7%	-27%	2.3%	?	-27%
CCOC(=O)N1CCN(C(=O)CCCCn2c(=S)[nH]c3ccsc3c2=O)CC1	0%	-20%	3	i	-8%	3%	0.1%	?	7%
CC(C)Cn1c(=O)[nH]c(=O)c2c(C(F)(F)F)cc(-c3ccccc3)nc21	-23%	-11%	180	i	?	·	-0.3%	-30%	0%
COc1ccc([C@H]2CC(=O)C=C(c3ccc(O)cc3)C2)cc1OC	-13%	-5%	-17	i	0%	4%	2.9%	?	-5%
COc1ccc(N2CCN(S(=O)(=O)CCNC(=O)c3ccc(C(F)(F)F)cc3)CC2)cc1	30%	1%	·	·	·	·	0.4%	·	12%
O=C(NC1CCCCCC1)C(Cc1ccccc1)n1cccc1 (stereo unspecified)	-4%	-11%	-62*	?	7%	-2%	0.3%	-13%	-3%
COc1ccc(S(=O)(=O)N(C)C[C@@H]2OCCCC[C@@H](C)Oc3ccc(NS(=O)(=O)c4cccs4)cc3C(=O)N([C@H](C)CO)C[C@@H]2C)cc1	-6%	1%	-13	i	·	-1%	4.8%	·	·
Cc1nc(NC(=O)c2ccccc2)sc1Cc1ccc2c(c1)OCO2	-29%	-20%	-13	i	?	53%[activator]	4.1%	?	4%
COc1cc(C(=O)N2CCC(C(=O)Nc3cccc(C(C)=O)c3)CC2)cc(OC)c1OC	-1%	7%	-6	i	-3%	8%	3.4%	?	2%
COc1ccc(NC(=O)c2cccc3c(-c4ccc(OC)cc4C)coc23)cc1	-9%	-5%	23	i	·	-1%	4.5%	·	·
Cc1cc(Br)cn2c(Cc3ccccc3)c(-c3ccc(F)cc3)nc12	-22%	-23%	48	?	·	12%	3.8%	·	·

Shown as a hit in IL1B secr inh (from the list above):
structure | IL1B secr inh | Nrf2 activator
COc1cc(C(=S)N2CCCCC2)ccc1OCC(=O)Nc1ccccc1Cl | -70* | 3.0%
O=C(NC1CCCCCC1)C(Cc1ccccc1)n1cccc1 (stereo unspecified) | -62* | 0.3%

Grouped by structure: the compounds so far containing a CF3 group.
SMILES	TGFb inhibitor	HepG2 tox	IL1B secr inh	S2 tox	MCF10A rereplic	ATXN2 expr inh	Nrf2 activator	Nrf2 block	A549 viability
CC(C)Cn1c(=O)[nH]c(=O)c2c(C(F)(F)F)cc(-c3ccccc3)nc21	-23%	-11%	180	i	?	·	-0.3%	-30%	0%
COc1ccc(N2CCN(S(=O)(=O)CCNC(=O)c3ccc(C(F)(F)F)cc3)CC2)cc1	30%	1%	·	·	·	·	0.4%	·	12%

Remaining list, next part:
SMILES	TGFb inhibitor	HepG2 tox	IL1B secr inh	S2 tox	MCF10A rereplic	ATXN2 expr inh	Nrf2 activator	Nrf2 block	A549 viability
CN1CCN(C(=O)c2ccc(C(C)(C)C)cc2)CC1	-18%	-1%	17	i	-1%	13%	0.3%	·	-6%
CC(=O)N1c2ccccc2C2CCCC[C@@H]21 (stereo partly specified)	9%	-1%	63	i	-9%	9%	2.3%	-24%	6%
CCCSc1nc(O)c(C2OC(=O)c3c2ccc(OC)c3OC)c(=O)n1-c1ccccc1 (stereo unspecified)	-3%	5%	16	i	2%	-13%	-0.3%	-9%	-8%
CCOC(=O)c1ccc(NC(=O)Cn2nnc(-c3ccc(F)cc3)n2)cc1	?	5%	0	i	-1%	-1%	-0.3%	10%	-4%
CCOC(=O)c1c(NC(=O)COc2ccc(CC)cc2)sc2c1CCCC2	7%	2%	·	i	·	8%	-2.3%	·	?
Cc1ccccc1Cn1cnc2c(cnn2C(C)(C)C)c1=O	30%&-9%	-43%&-18%	-22	i	4%	3%	2.8%	-6%	-11%
Cc1ccc[n+](CC(=O)/C=C2\N(C)c3ccccc3C2(C)C)c1	?	-3%	-3	i	20%	-23%	0.3%	?	-11%

Compound activity as filed in PubChem.
